Screening data from PubChem BioAssay.
POLH inh: blocks human DNA polymerase eta activity | 1.2% of 390,000 active | Potency, µM (doses to about 114 µM), without a hit: top-dose activity change, negative = inhibition, actives largely listed as inhibitors | recombinant Pol eta, fluorescent DNA replication assay | Q9Y253 | AID 588591; also: potency is read from the fitted curve at half-maximal effect; % is scaled to controls: 0 for no effect and ±100 for the full control effect
Target sequence (Q9Y253 whole entry, looked up): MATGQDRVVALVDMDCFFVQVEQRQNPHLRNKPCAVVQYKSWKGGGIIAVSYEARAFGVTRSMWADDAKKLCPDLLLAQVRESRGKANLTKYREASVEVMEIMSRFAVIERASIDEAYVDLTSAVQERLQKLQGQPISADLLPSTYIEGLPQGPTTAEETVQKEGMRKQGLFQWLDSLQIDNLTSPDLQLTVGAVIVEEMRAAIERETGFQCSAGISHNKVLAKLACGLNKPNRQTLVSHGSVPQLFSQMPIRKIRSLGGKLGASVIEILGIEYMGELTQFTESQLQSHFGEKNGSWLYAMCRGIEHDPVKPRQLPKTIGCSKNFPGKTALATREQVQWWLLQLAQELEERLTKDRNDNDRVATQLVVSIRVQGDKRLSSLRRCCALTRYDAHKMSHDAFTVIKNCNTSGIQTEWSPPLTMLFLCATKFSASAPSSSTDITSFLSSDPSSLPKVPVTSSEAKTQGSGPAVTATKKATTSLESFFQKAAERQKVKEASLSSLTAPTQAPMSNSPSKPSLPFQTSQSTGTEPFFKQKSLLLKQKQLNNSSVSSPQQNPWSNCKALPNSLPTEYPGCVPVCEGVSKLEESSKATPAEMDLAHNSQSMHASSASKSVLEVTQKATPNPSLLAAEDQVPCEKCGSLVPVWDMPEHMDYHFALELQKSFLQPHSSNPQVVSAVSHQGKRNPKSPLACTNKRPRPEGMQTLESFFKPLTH
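Pol eta (10 nM) was preincubated with compounds for 15 min at room temperature, after which fluorescent replication substrate (50 nM final) was added to start the reaction. Fluorescence was read kinetically at 0 and 10 min.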
LDHA inh: inhibitors of human lactate dehydrogenase A; P00338; 0.15% of 480,000 active; activity change, % (values are at about 110 or 230 µM); purified LDHA, NADH/diaphorase-resazurin fluorescence; hits give low values; in the data active = activity change below about -30%; inconclusive = mostly about -25% to -30%;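 also: plate controls were DMSO wells for no effect and wells without enzyme for full effect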
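Remaining NADH was detected by diaphorase (0.133 mg/mL) converting 37 µM resazurin to fluorescent resorufin, read at 0 and 20 minutes. The preceding 5-minute room-temperature reaction used 2 nM LDHA, 0.2 mM sodium pyruvate and 0.06 mM NADH at pH 7.4.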
RGS4 inh: blocks human RGS4-accelerated GTP hydrolysis; Transcreener GDP fluorescence polarization, RGS4-accelerated GTP hydrolysis; Potency, µM (top dose mostly 114 µM), inactives show at the top dose activity change, negative = inhibition, hits mostly inhibitors; 0.039% of 390,000 active; also: potency is read from the fitted curve at half-maximal effect; % is scaled to controls: 0 for no effect and ±100 for the full control effect; nearly all actives have a fitted effect of over 75% in size; some results filed as inactive show a strong effect at the top dose
Target sequence (P49798 whole entry, looked up): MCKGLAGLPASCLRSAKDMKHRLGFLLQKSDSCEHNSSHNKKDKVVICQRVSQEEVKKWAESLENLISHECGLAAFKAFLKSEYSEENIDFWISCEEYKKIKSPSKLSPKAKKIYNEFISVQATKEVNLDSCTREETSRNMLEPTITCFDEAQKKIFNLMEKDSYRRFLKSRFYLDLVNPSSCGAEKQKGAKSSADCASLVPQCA
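MLSMR compounds (23 nl, pin-transferred) preincubated 10 min at room temperature with a 500nM (2x) first reagent, then RGS4 at 900nM (2x) plus Transcreener GDP mix added; fluorescence polarization (620/688 nm) read before and after 90 min at 30 °C.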
Apoferritin bind: candidate novel general anesthetic via apoferritin binding | P02791 | apoferritin/1-aminoanthracene competitive binding, fluorescence | Potency, µM (series often up to 77.5 µM), for the others: at the top dose activity change, negative = displacement, hits mostly inhibitors | 0.074% of 350,000 active | AID 485281; also: potency is read from the fitted curve at half-maximal effect; % is scaled to controls: 0 for no effect and ±100 for the full control effect; nearly all actives have a fitted effect of over 20% in size
Target sequence (P02791 2-175 limits assumed): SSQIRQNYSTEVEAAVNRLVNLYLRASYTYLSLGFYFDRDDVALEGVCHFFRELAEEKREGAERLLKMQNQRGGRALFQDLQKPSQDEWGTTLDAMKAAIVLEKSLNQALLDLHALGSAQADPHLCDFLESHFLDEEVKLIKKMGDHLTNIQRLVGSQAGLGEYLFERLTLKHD
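Read-out: endpoint 1-AMA fluorescence, excitation 380 nm and emission 535 nm, after compounds sit 10 min at room temperature with 10 uM horse-spleen apoferritin in 50% saturated 1-AMA/PBS. Values come from four-parameter Hill fits.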
Pol kappa inh: inhibitors of human DNA polymerase kappa | Q9UBT6 | purified Pol kappa, fluorescent DNA synthesis assay, 10 min | Potency, µM (titrated, usually from 107 µM), for the others: top-dose activity, negative = inhibition, most hits filed as inhibitors | 0.53% of 400,000 active | AID 588579; also: potency is read from the fitted curve at half-maximal effect; % is scaled to controls: 0 for no effect and ±100 for the full control effect
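Enzyme at 10 nM met test compounds for 15 min at room temperature. Substrate addition (50 nM final) began the reaction, which was monitored by fluorescence at 0 and 10 min.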
APEX1 inh: blocks human APE1 abasic DNA cleavage | 0.35% of 350,000 active | AID 2517 | recombinant APE1, TAMRA/BHQ-2 abasic DNA cleavage fluorescence | Potency, µM (highest dose often 65.8 µM), inactives show at the highest dose activity change, negative = inhibition, hits mostly inhibitors;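 also: potency is read from the fitted curve at half-maximal effect; plate controls were vehicle for no effect and reference inhibitor for full effect; nearly all actives have a fitted effect of over 55% in size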
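Kinetic fluorescence read (525 ex/598 em nm, three reads 60 s apart) of AP-site incision; signal = third minus first read. Enzyme 0.75 nM, dual-labelled THF duplex 50 nM, compound preincubation 15 min RT.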
Pol beta inh: inhibitors of human DNA polymerase beta; Pol beta primer extension/strand displacement, fluorescence kinetic; Potency, µM (highest dose often 114 µM), for inactives: top-dose activity change, negative = inhibition, most hits filed as inhibitors; 1.3% of 340,000 active; AID 485314; also: potency is read from the fitted curve at half-maximal effect; % is scaled to controls: 0 for no effect and ±100 for the full control effect
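Preincubation: enzyme (10 nM) with compound, 15 min, RT. Reaction: substrate added to 50 nM final. Reads: 0 and 10 min. Analysis: normalized, Hill fit.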
ERG-DNA inh: blocks human ERG Ets domain binding to DNA; fluorescence polarization, His-ERG Ets domain / labelled DNA; P11308; 0.028% of 370,000 active; Potency, µM (titrated, usually from 76.9 µM), for inactives: top-dose FP activity, negative = inhibition, actives largely listed as inhibitors; active = well fitted inhibition curve with a large enough effect in the polarisation, with a control signal flat; inconclusive = small, poorly fitted or top-dose-only effect, or effect the other way, or a change in a side signal; inactive = no such curve, though single readings can be large or run the other way; the % refers to the polarisation;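 also: polarization taken with two DNA probes labelled with fluorescein and Texas red; potency is read from the fitted curve at half-maximal effect; % of control where 0% means no effect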
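His-tagged ERG Ets domain (1 uM in the protein solution; 300mM KCl, 50mM Tris-HCl, 1mM EDTA, 1mM DTT, pH 7.5) received compound, then a probe mix of 5 nM fluorescein-DNA and 100nM Texas-615-DNA. Fluorescence polarization was read for both dyes.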
12-LOX inh: ALOX12 (human) lipoxygenase inhibition; purified 12hLO, xylenol orange hydroperoxide absorbance; Potency, µM (titrated, usually from 108 µM), for inactives: at the top dose activity change, negative = inhibition, most hits filed as inhibitors; 1.1% of 580,000 active; also: potency is read from the fitted curve at half-maximal effect; % is scaled to controls: 0 for no effect and ±100 for the full control effect
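Purified human 12hLO at 150 nM in 25 mM Hepes, 0.01% Triton X-100, pH 7.0, preincubated 15 min at room temperature with compound. Reaction started with 40 uM arachidonic acid, 30 min at room temperature. Hydroperoxide measured by Fe-xylenol orange, 573/405 nm absorbance ratio.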
* = called active by the depositor; i = inactive; ? = inconclusive; / = no result given; & = joins results of further samples; [ ] = remark or other dose. Unless noted, calls follow the shape of the dose curve; as a rule, active = well fitted curve in the direction sought with a large enough effect; inconclusive = small, poorly fitted or top-dose-only effect, or another doubt; inactive = no such curve, though single readings can be large; an effect the other way counts as inactive or inconclusive.

Sequence of screens: POLH inh | LDHA inh | RGS4 inh | Apoferritin bind | Pol kappa inh | APEX1 inh | Pol beta inh | ERG-DNA inh | 12-LOX inh
COc1ccc(-c2nn3c(C4CCCCC4)nnc3s2)cc1OC
→ 6% | -1 | ? | -15% | -13% | ? | -29% | 7% | ?
CCCc1noc(-c2cccc([N+](=O)[O-])c2)n1
→ -13% | -2 | 12% | -12% | -2% | 1% | 20% | -18% | -4%
Cc1nc(CS(=O)(=O)c2ccccc2)cc(N2CCN(c3ccccc3F)CC2)n1
→ 4% | -8 | 6% | -1% | -6% | 2% | 41% | 8% | 1%
COc1ccc(F)cc1S(=O)(=O)NCC(c1ccc2c(c1)OCO2)N1CCN(C)CC1 (centres undefined)
→ -15% | 0 | -21% | / | -11% | 7% | / | -11% | 5%
CCOc1ccc(-n2cc(C(=O)NCCOC)c3cc(OC)c(OC)cc3c2=O)cc1
→ -6% | -2 | 9% | -7% | -2% | 3% | -30% | 1% | i
CCCCCN(C(=O)COC(=O)COc1c(C)cc(C)cc1C)c1c(N)n(CCCC)c(=O)[nH]c1=O
→ 10% | -22 | -7% | / | 12% | 8% | / | -2% | -19%
CC(C)(C)NC(=O)NC(=O)CN1CCc2ccccc21
→ -10% | -9 | 44% | -18% | 2% | 15% | 2% | -1% | 1%
Cc1cccc(OCc2nnc(SCC(=O)Nc3cccc(C(=O)N4CCOCC4)c3)n2C)c1
→ -2% | -5 | 7% | -3% | -5% | 4% | 23% | 2% | -2%
O=C(CSCc1ccccc1)Nc1cccc(C(=O)Nc2ccc(C(=O)O)cc2)c1
→ 6% | -17 | 5% | -12% | -1% | -4% | 4% | -8% | 11%
Cc1csc(=O)n1CCC(=O)OCC(=O)Nc1cc([N+](=O)[O-])ccc1Cl
→ -15% | -3 | -24% | / | -4% | 36%[activator] | / | 9% | 0%
O=C1NC2(CCCCCC2)C(=O)N1Cc1ccccc1
→ -13% | -1 | -12% | -23% | 11% | 0% | 0% | -4% | 11%
COc1ccc(CC(=O)NNC(=O)CSc2nnc(Cc3ccc(OC)cc3)n2-c2ccccc2)cc1
→ -12% | -8 | 9% | -1% | -6% | 6% | 20% | -5% | -5%
CCCN(CC(=O)Nc1cc(C)on1)CC(=O)Nc1ccccc1C
→ 0% | -5 | -34% | / | -4% | 15% | / | 0% | 6%
CC(C)(C)c1ccc(-n2ncc3c2CCCC3NC(=O)c2csnn2)cc1 (centres undefined)
→ -4% | -4 | -14% | -17% | -17% | 4% | 5% | -5% | i
COC(=O)c1cc(-c2c(-c3ccc4c(c3)OCO4)noc2-c2ccsc2)cc([N+](=O)[O-])c1
→ -1% | 4 | 0% | -12% | 12%&-7% | 0% | 8% | 9% | -6%
Cc1ccc(Cn2c(SCC(=O)NCC3CCCO3)nc3ccsc3c2=O)cc1 (centres undefined)
→ -5% | -7 | 28% | -5% | -10% | 1% | 9% | 13% | -17%
CCOC(=O)c1cc(C)sc1NC(=O)C(c1ccccc1)c1ccccc1
→ -19% | 0 | -5% | 68%[activator] | -6% | 0% | -4% | -7% | -7%
COc1cc2ccccc2cc1C(=O)NC1CCC(C)CC1 (centres undefined)
→ -22% | -4 | 9% | / | -17% | -8% | / | -7% | 0%
O=C(O)CNC(=O)CCN1C(=O)c2ccccc2C1=O
→ -9% | -2 | 8% | -10% | -3% | -3% | -1% | -1% | 17%
Cc1cc2c([nH]c3ccccc32)c(C)n1
→ -18% | -3 | -2% | 459%[activator] | -14% | 8% | 14% | 9% | ?

3 structures already listed, ordered by number of heavy atoms, ascending.
Sequence of screens: POLH inh | LDHA inh | RGS4 inh | Apoferritin bind | Pol kappa inh | APEX1 inh | Pol beta inh | ERG-DNA inh | 12-LOX inh
Cc1cc2c([nH]c3ccccc32)c(C)n1
→ -18% | -3 | -2% | 459%[activator] | -14% | 8% | 14% | 9% | ?
O=C1NC2(CCCCCC2)C(=O)N1Cc1ccccc1
→ -13% | -1 | -12% | -23% | 11% | 0% | 0% | -4% | 11%
CCOC(=O)c1cc(C)sc1NC(=O)C(c1ccccc1)c1ccccc1
→ -19% | 0 | -5% | 68%[activator] | -6% | 0% | -4% | -7% | -7%

In another format: 2 of the compounds above
smiles | POLH inh | LDHA inh | RGS4 inh | Apoferritin bind | Pol kappa inh | APEX1 inh | Pol beta inh | ERG-DNA inh | 12-LOX inh
Cc1csc(=O)n1CCC(=O)OCC(=O)Nc1cc([N+](=O)[O-])ccc1Cl | -15% | -3 | -24% | / | -4% | 36%[activator] | / | 9% | 0%
O=C1NC2(CCCCCC2)C(=O)N1Cc1ccccc1 | -13% | -1 | -12% | -23% | 11% | 0% | 0% | -4% | 11%

Further entries.
Sequence of screens: POLH inh | LDHA inh | RGS4 inh | Apoferritin bind | Pol kappa inh | APEX1 inh | Pol beta inh | ERG-DNA inh | 12-LOX inh
CC(C)[C@H](NC(N)=O)C(=O)Nc1ccc(F)c(Cl)c1
→ -17% | -3 | -27% | -3% | -5% | -3% | 24% | -29% | i
CCOc1ccc(NC(=O)CN2CCN(CC(=O)Nc3ccc(Cl)c(C(F)(F)F)c3)CC2)cc1
→ -17% | 3 | -28% | -7% | -6% | -4% | -6% | 7% | -24%
O=C(Cn1cc(SCc2ccc(Br)cc2)c2ccccc21)N1CCCCC1
→ -14% | 0 | 10% | 56%[activator] | -2% | / | 19% | 13% | ?
O=C(CSc1ncc(S(=O)(=O)c2ccc(Cl)cc2)c(=O)[nH]1)Nc1cccc(C(F)(F)F)c1
→ -26% | -2 | -26% | 4% | -2% | / | ? | 2% | ?
O=C(CNC(=O)c1ccccc1)OCc1nc2ccccc2s1
→ -9% | -3 | 14% | 0% | -7%[60.1 µM] | -3% | 5%[57.1 µM] | 7% | -9%
Cc1ccc(/C=C/C(=O)OCC(=O)NCCc2ccc(S(N)(=O)=O)cc2)o1
→ -1% | -6 | -17% | / | -9% | -2% | / | 12% | -15%
C[C@@H]1C[C@H]2[C@@H]3CCC4=CC(=O)C=C[C@]4(C)[C@@]3(F)[C@@H](O)C[C@]2(C)[C@@]1(O)C(=O)COP(=O)(O)O
→ -7% | -5 | -20% | 0%&-2% | -4% | 6%&-3%&20% | 4%&18% | 13% | -12%
Cc1noc(/C=C/N(C)C)c1S(=O)(=O)N1CCC(C(=O)NC(C)(C)C)CC1
→ -17% | -1 | -7% | -15% | -5% | 38% | 1% | 3% | 1%
Cc1ccc(NC(=O)C2CCCN(c3ncnc4c3nc3n4CCCCC3)C2)cc1F (centres undefined)
→ -21% | 3 | -16% | -12% | -20% | / | -15% | 0% | -26%
O=C(O)c1ccccc1-c1ccccc1C(=O)NCc1ccco1
→ ? | -7 | 28% | -3% | -13% | -2% | 4% | 3% | -13%
COc1cccc(C(=O)Nc2c(C)n[nH]c2C)c1
→ -1% | -1 | 21% | 4% | -16% | 0% | 0% | / | -3%
CN1CCN(C(CNC(=O)C(=O)Nc2ccccc2)c2ccc3c(c2)OCO3)CC1 (centres undefined)
→ -23% | -6 | 0% | 4% | 6%[60.1 µM] | / | 6% | -1% | 2%
O=S(=O)(c1ccc(Cl)s1)N1CCc2ccccc2C1
→ -28% | -3 | 26% | -11% | -5% | 1% | 24% | 6% | 13%
O=c1cc2c(c(-c3ccccc3)n1Cc1ccccc1)[C@@H](CCO)NC2
→ -5% | 4 | -20% | / | 2% | / | / | 8% | ?
Cc1cccn(Cc2c(F)cccc2Cl)c1=O
→ -17% | 1 | -28% | 4% | -1% | -3% | -12% | -8% | 13%
O=C(CCN1C(=O)/C(=C/c2ccc(F)cc2)SC1=S)N[C@@H](CO)Cc1ccccc1
→ -3% | -4 | -16% | -18% | 5% | 9% | -12% | 3% | 3%
CC(=O)Nc1ccc(C2Sc3ccccc3NC3=C2C(=O)c2ccccc23)cc1 (centres undefined)
→ -17% | -18 | -9% | -6% | -23% | / | 11% | 5% | ?
CCN(CC)S(=O)(=O)c1ccc(N2CC(C(=O)NCCc3ccc(Cl)cc3)CC2=O)cc1 (centres undefined)
→ -2% | -9 | -9% | / | -23% | 26% | / | -4% | ?
O=C(CSc1nnc(-c2ccc(F)cc2)c2ccccc12)NCC1CCCO1 (centres undefined)
→ 4% | -4 | -39% | -21% | -11% | -7% | -4% | 7% | -14%
CC(=O)N1CCc2c(sc(NC(=O)CSc3ccc(F)cc3)c2-c2nc3ccccc3s2)C1
→ -6% | 1 | -21% | 57%[activator] | -7%[60.1 µM] | / | -26% | 9% | ?

5 compounds picked at random from those above:
Sequence of screens: POLH inh | LDHA inh | RGS4 inh | Apoferritin bind | Pol kappa inh | APEX1 inh | Pol beta inh | ERG-DNA inh | 12-LOX inh
CC(=O)Nc1ccc(C2Sc3ccccc3NC3=C2C(=O)c2ccccc23)cc1 (centres undefined)
→ -17% | -18 | -9% | -6% | -23% | / | 11% | 5% | ?
Cc1nc(CS(=O)(=O)c2ccccc2)cc(N2CCN(c3ccccc3F)CC2)n1
→ 4% | -8 | 6% | -1% | -6% | 2% | 41% | 8% | 1%
O=C1NC2(CCCCCC2)C(=O)N1Cc1ccccc1
→ -13% | -1 | -12% | -23% | 11% | 0% | 0% | -4% | 11%
COc1ccc(-c2nn3c(C4CCCCC4)nnc3s2)cc1OC
→ 6% | -1 | ? | -15% | -13% | ? | -29% | 7% | ?
Cc1noc(/C=C/N(C)C)c1S(=O)(=O)N1CCC(C(=O)NC(C)(C)C)CC1
→ -17% | -1 | -7% | -15% | -5% | 38% | 1% | 3% | 1%

This is a subset, so the mix of outcomes need not match the whole.
